C2C12 statin – suppressors of simvastatin-induced myotoxicity in C2C12 myotubes. 330,000 tested, 0.78% active. rescue of ATP level, % at 7.49 µM. ATP luminescence, 48 h; scaled: DMSO 0, geranylgeraniol control 100;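 active = mean ATP rescue above about 67%, or every replicate alone reaching that limit, limit read from the data, passing the limit was not always enough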;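 note: myotubes were challenged with 10 µM simvastatin during compound exposure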
GSIS activator – GLuc luminescence reporter in INS-1E cells, primary screen for activators of glucose-dependent secretion of insulin; INS-1E GLuc reporter insulin secretion, 2-3 h; activation, % at 16.6 µM; 370,000 tested, 0.61% active;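 active = lowest replicate activation of at least 40%, so every replicate reaches that level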;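 note: 0% = median of neutral control wells and 100% = median of IBMX positive control wells; some compounds called inactive have numbers as strong as hits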
PAX8 inh HTS – lowers PAX8-driven luciferase in RMG-I cells. RMG-I TPO-luciferase reporter, SteadyGlo, 24 h. inhibition, % at 12.6 µM. 360,000 tested, 1.2% active. AID 652154;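 active = mean replicate inhibition at least 60% with every replicate also reaching 60%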;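 note: luciferase light reporting Pax8 driven TPO promoter activity; plate controls were median of neutral control wells for no effect and mitoxantrone controls for full effect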
ARNT TACC3 PPI – disrupts binding between human ARNT and TACC3; inhibition, % at 9.99 µM; 390,000 tested, 0.66% active; Q9Y6A5; AlphaScreen His-ARNT PAS-B/GST-TACC3 binding, luminescence; TACC3 fragment carries E629A point mutation; AID 623870;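 active = mean inhibition of replicates at least 50% and at least half of replicates each reaching 50%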;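 note: 0% = complete ARNT plus TACC3 wells and 100% = ARNT alone without TACC3; many hits fall short of the cut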
PglD DTNB – PglD (C. jejuni) enzyme inhibition; purified PglD enzyme, DTNB colorimetric CoA detection; inhibition, % at 12.5 µM; 360,000 tested, 0.098% active; AID 602405; in the data active = inhibition above about 16%, passing the limit was not always enough; note: strong numbers were not always called active
PGC1a acetyl inh – modulators of PGC1a acetylation. U2OS PGC1a acetylation, AlphaScreen anti-acetyl-lysine; with virally co-expressed GCN5 acetyltransferase. inhibition, % at 15.6 µM. 350,000 tested, 0.17% active. AID 651687;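 active = every replicate shows inhibition of at least 40%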;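 note: 0% = neutral control wells and 100% = positive control wells; some results beyond the cut were filed as inactive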
LGR2 inh – Drosophila LGR2 receptor signaling inhibition; HEK293 LGR2, CRE-luciferase, bursicon-stimulated, 4 h; inhibition, % at 9.99 µM; 380,000 tested, 0.35% active; AID 720647;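 active = drop in luminescence signal, shown as inhibition above about 50% in the replicate tests, limit read from the data, passing the limit was not always enough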;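 note: agonist challenge used bursicon conditioned medium at about half maximal strength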
Cneo AK release – causes C. neoformans cell lysis | adenylate kinase release luminescence, 4 h; normalised: neutral wells 0, clomiphene wells 100 | lysis activity, % at 15 µM | 360,000 tested, 0.2% active | AID 651654;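 active = mean lysis activity across replicates of at least 80%, whatever share of replicates individually reach that level; inactive = mean lysis activity below 80%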
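Material: C. neoformans cells; Schedule: 4 h static compound exposure, 37 °C, read 1 h post-reagent; Measured by: adenylate kinase release luminescence; Read-out: signal increase indicating cell lysis; Controls: Clomiphene as positive lysis control.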
* = called active by the depositor; · = no result given. Outcome played no part in choosing rows. Share with any hit: about 2.9%.

SMILES	C2C12 statin	GSIS activator	PAX8 inh HTS	ARNT TACC3 PPI	PglD DTNB	PGC1a acetyl inh	LGR2 inh	Cneo AK release
Cn1cnc(S(=O)(=O)N2C[C@@H](O)COC[C@@H]3O[C@@H](CC(=O)NC4CCC4)CC[C@H]32)c1	11	-4	·	-5	0	-14	10	0
C[C@H]1CN([C@@H](C)CO)C(=O)c2cc(-c3ccccc3)cnc2O[C@H]1CN(C)C(=O)c1ccccn1	5	1	·	-3	0	4	9	0
Cc1ccc(NC(=O)C2CCN(S(C)(=O)=O)CC2)cc1C	3	2	·	-20	1	-10	-18	-2
COCCNC(=O)c1cc(-c2ccccc2C)n(CC2CC(c3cccc([N+](=O)[O-])c3)=NO2)n1 (stereo unspecified)	9	-28	12	5	-2	1	-2	0
COc1ccc(-c2cnc3c(c2)C(=O)N([C@H](C)CO)C[C@@H](C)[C@H](CN(C)Cc2ccccn2)O3)cc1	4	18	·	9	-1	-12	9	-1
COc1ccc(-c2ccc3[nH]c4c(c3c2)CCN2C[C@@H]([C@H](C)O)[C@@H](N(C)C(=O)Nc3cc(Cl)cc(Cl)c3)C[C@@H]42)cc1	-15	-7	9	·	·	-6	-10	·
O=C(Nc1ccccc1N1CCOCC1)C1CCCO1 (stereo unspecified)	1	6	6	4	-1	·	-3	2
C[C@@H]1CN([C@@H](C)CO)C(=O)Cc2cc(NC(=O)CCCN(C)C)ccc2O[C@H]1CN(C)Cc1ccc(C(F)(F)F)cc1	-20	7	10	10	-8	1	-2	3
O=C(c1cccc(S(=O)(=O)N2CCOCC2)c1)N1CCC(Cc2ccccc2)CC1	9	-72	18	-2	1	-5	23	3
O=C(CCS(=O)(=O)c1ccc(Br)cc1)Nc1ccc(Br)cc1F	·	-8	17	-3	5	-3	-7	0
Cc1ccc(NC(=O)/C=C\C(=O)NCC(=O)O)cc1	·	-1	-9	3	·	·	23	·
Cc1noc(C)c1NC(=O)N(C)C[C@H]1OCCCC[C@H](C)Oc2ccc(NS(=O)(=O)c3ccccc3)cc2C(=O)N([C@H](C)CO)C[C@@H]1C	·	1	-51	-1	-2	-2	-1	2
CCOc1ccc(CCNC(=O)COC(=O)c2nn(C)c(=O)c3ccccc23)cc1OCC	9	36	-12	-11	-2	0	8	-5
O=C(Nc1ccc(Cl)cc1)C(Cl)C(=O)c1ccccc1 (stereo unspecified)	22	-1	-12	·	1	·	4	-2
CCOCC(=O)Nc1ccc(S(=O)(=O)NCCc2ccccc2)cc1	·	-6	·	-13	-8	-7	-9	3
CCOc1ccc(NC2=NC(C(=O)NCc3ccccc3)CC(=O)N2)cc1 (stereo unspecified)	11	·	·	-4	-1	10	·	-1
CCS(=O)(=O)N1CC2(C1)[C@@H](c1ccccc1)[C@H](CO)N2Cc1ccccn1	·	3	-5	·	·	-3	19	·
O=C(COC(=O)c1ccc2c(=O)n3c(nc2c1)CCC3)Nc1ccc(OC(F)F)cc1	·	0	23	-8	·	-7	-8	·
O=C(CSc1ncn(-c2ccccc2)n1)Nc1nncs1	8	-5	-10	-1	·	10	-9	·
O=C(COC(=O)c1ccccc1Cl)NC(=O)NCc1ccccc1	·	-13	4	-1	·	·	1	·
CCOc1cc(C)nc(N2CCN(C3CCCCC3)CC2)n1	21	47	·	-2	-4	-3	1	-1
Cc1ccc(/C(O)=C2\C(=O)C(=O)N(c3cc(C)on3)C2c2cccc(Cl)c2)cc1 (stereo unspecified)	23	·	·	-9	-5	-5	·	-1
COCCCNC(=O)c1ccc(CS(=O)(=O)c2cccc(C(F)(F)F)c2)o1	2	17	9	-8	5	-8	2	-5
COc1cc(/C=N\NC(=O)c2ccc(C)nc2)ccc1OC(=O)c1ccco1	·	8	-2	-4	·	·	-1	·

An excerpt from above in order of their number in GSIS activator, high to low.
Molecule	GSIS activator	ARNT TACC3 PPI	PglD DTNB	PGC1a acetyl inh	LGR2 inh
CCOc1ccc(CCNC(=O)COC(=O)c2nn(C)c(=O)c3ccccc23)cc1OCC	36	-11	-2	0	8
COCCCNC(=O)c1ccc(CS(=O)(=O)c2cccc(C(F)(F)F)c2)o1	17	-8	5	-8	2
CCS(=O)(=O)N1CC2(C1)[C@@H](c1ccccc1)[C@H](CO)N2Cc1ccccn1	3	·	·	-3	19
O=C(Nc1ccc(Cl)cc1)C(Cl)C(=O)c1ccccc1 (stereo unspecified)	-1	·	1	·	4
O=C(CSc1ncn(-c2ccccc2)n1)Nc1nncs1	-5	-1	·	10	-9

Full records as entered above. Order of screens: C2C12 statin | GSIS activator | PAX8 inh HTS | ARNT TACC3 PPI | PglD DTNB | PGC1a acetyl inh | LGR2 inh | Cneo AK release
COCCCNC(=O)c1ccc(CS(=O)(=O)c2cccc(C(F)(F)F)c2)o1 reads 2 | 17 | 9 | -8 | 5 | -8 | 2 | -5
CCOCC(=O)Nc1ccc(S(=O)(=O)NCCc2ccccc2)cc1 reads · | -6 | · | -13 | -8 | -7 | -9 | 3

Later entries.
SMILES	C2C12 statin	GSIS activator	PAX8 inh HTS	ARNT TACC3 PPI	PglD DTNB	PGC1a acetyl inh	LGR2 inh	Cneo AK release
CN(C(=O)c1ccc(NC(=O)Cc2ccc(NC(=O)C3CCN(C(=O)C4CCCC4)CC3)cc2)cc1)C1CC1	6	-6	-28	1	-3	-1	-1	-4
Clc1ccc(Cn2ncc3c(N4CCCC4)ncnc32)cc1	13	·	·	-3	3	0	·	-1
Cn1c2ccccc2c2c(C(=O)NCCCN3CCCC3=O)cn(C3CCCCC3)c(=O)c21	-11	·	11	-14	1	-9	·	2
O=C(O)CC(CC(=O)N1CCN(C(=O)c2ccco2)CC1)c1ccccc1 (stereo unspecified)	-4	6	2	-5	-2	·	4	2
O=Cc1cn(CCOc2ccccc2)c2ccccc12	6	-3	-14	-2	0	1	-6	-1
CC(C)C(=O)NC(=S)Nc1c(Cl)ccc2nsnc12	-7	0	3	5	1	·	-2	3
CC(=O)c1ccc2c(c1)OCCOCCOCCO2	8	5	10	-2	5	7	4	-3
NC(=O)C1CCN(C(=O)C2CC(=O)N(Cc3ccccc3)C2)CC1 (stereo unspecified)	-4	7	-10	-11	-2	-3	-1	-1
O=c1[nH]nc(N2CCOCC2)c(=O)[nH]1	·	13	0	-1	6	5	0	0
O=C(NCCCn1ccnc1)c1cccc(S(=O)(=O)N2CCCCCC2)c1	·	·	11	-1	0	1	·	2
CC[C@H](C)[C@@H]1NC(=O)c2cc([N+](=O)[O-])cc(F)c2NCCCC[C@@H](C(N)=O)NC(=O)[C@H](CCCCN)NC1=O	1	·	-13	8	-7	-3	·	2
C#CCOCCOCCOCCNc1nc(N2CCN(C(=O)[C@H]([C@@H](C)O)n3cc(CCCCN)nn3)CC2)nc(N2CCN(C(=O)[C@H]([C@@H](C)CC)n3cc(CCCN=C(N)N)nn3)CC2)n1	-20	0	-20	-2	4	-12	-10	0
CCCn1cc([C@@H]2C[C@H]3CN(Cc4cccc(Cl)c4)C(=O)[C@]34CCCN24)c(C)n1	7	2	22	-2	5	1	-10	-2
O=C(c1cnn2ccccc12)N1CCCc2ccccc21	2	21	-28	-12	2	2	-1	0
Cc1ccc(C(CNC(=O)Nc2ccc(Cl)cc2)N2CCN(C)CC2)cc1 (stereo unspecified)	21	2	-3	1	5	12	-5	1
COc1ccc2sc(-c3ccccc3OC)c(-c3ccc(OC)c(F)c3)c2c1	12	·	-8	-2	-1	·	7	0
CC(=O)N/N=C/c1cc(C)n(-c2ccc(Br)cc2)c1C	-5	-12	20	-2	5	0	3	1
CCC(C)c1ccccc1NC(=O)c1cc2cccc([N+](=O)[O-])c2[nH]1 (stereo unspecified)	·	-3	27	·	7	-1	0	-3
Cc1ccc(Cl)cc1NC(=O)COC(=O)C1CCCCC1	17	·	-29	-1	-3	9	·	0
CCN1CCN(c2nc(-c3ccccc3)nc3ccccc23)CC1	-5	38	5	-2	-3	-5	-2	4
CC(=O)N1CCCCN2[C@H](CO)[C@@H](c3ccc(-c4ccc(C)cc4)cc3)[C@H]2C1	·	21	-5	9	5	3	5	1
O=C1Oc2ccccc2C(=O)/C1=C/N1CCN(c2ccccc2F)CC1	16	·	19	-3	·	5	·	·
NC(=O)c1ccc(NC(=O)COC(=O)c2cccc(Oc3ccccc3)c2)cc1	4	10	-6	-3	-4	3	-3	-1
CC(C)(C)NC(=O)NC(=O)CN1CCc2ccccc21	3	13	21	-3	-4	-3	-1	2
CN(C)c1nc(NC(C)(C)C)nc(NC(C)(C)C)n1	·	19	13	2	·	5	6	·
CCOC(=O)C1CCN(Cc2ccc(-c3ccccc3)cc2)CC1	6	10	-9	-3	2	6	-11	-2

Gathered by group, the compounds so far with an aryl methoxy group (four)
SMILES	C2C12 statin	GSIS activator	PAX8 inh HTS	ARNT TACC3 PPI	PglD DTNB	PGC1a acetyl inh	LGR2 inh	Cneo AK release
COc1ccc(-c2cnc3c(c2)C(=O)N([C@H](C)CO)C[C@@H](C)[C@H](CN(C)Cc2ccccn2)O3)cc1	4	18	·	9	-1	-12	9	-1
COc1ccc(-c2ccc3[nH]c4c(c3c2)CCN2C[C@@H]([C@H](C)O)[C@@H](N(C)C(=O)Nc3cc(Cl)cc(Cl)c3)C[C@@H]42)cc1	-15	-7	9	·	·	-6	-10	·
COc1cc(/C=N\NC(=O)c2ccc(C)nc2)ccc1OC(=O)c1ccco1	·	8	-2	-4	·	·	-1	·
COc1ccc2sc(-c3ccccc3OC)c(-c3ccc(OC)c(F)c3)c2c1	12	·	-8	-2	-1	·	7	0

Bioassay records: PubChem, Broad Institute
